# Compound activity from PubChem.
# ASAP1 GAP inh = blocks human ASAP1-stimulated Arf1 GTP hydrolysis | inhibition, % at 16.5 µM | AID 624377 | Q9ULH1 | GDP FP detection | actives 0.19% (n = 360,000); in the data active means inhibition above about 25%;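 further: 0% = vehicle with enzyme and substrate and 100% = no enzyme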
# PLCg1 inh = PLC-gamma1 (human) inhibition, primary screen | purified PLC-gamma1, fluorogenic substrate, fluorescence | inhibition, % at 12.2 µM | actives 0.84% (n = 370,000) | AID 720700; in the data active means inhibition above about 9.5%
# ADAM10 inh = ADAM10 inhibition, QFRET primary screen; recombinant ADAM10, EDANS/DABCYL FRET peptide cleavage, 3 h; actives 0.62% (n = 370,000); inhibition, % at 7 µM;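 active means inhibition above a per-campaign cutoff equal to the mean of compounds falling between control-based bounds plus 3 SD, cut at about 20% in these data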;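 further: 0% = DMSO wells while the 100% control is not disclosed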
# ARFGAP1 inh = rat ARFGAP1 inhibition | Q62848 | inhibition, % at 16.5 µM | AID 651572 | actives 0.26% (n = 360,000) | Arfgap1-stimulated ARF1 GTP hydrolysis, GDP FP detection;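 active means inhibition above a per-plate limit, mean inhibition of low control wells plus 3 SD, cut at about 25% in these data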;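 further: 0% = DMSO wells with enzyme and 100% = wells lacking Arfgap1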
#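 Assay system: Rat Arfgap1 GAP domain (His6, aa 1-136), purified enzyme | Buffer or medium: HEPES 25 mM pH 7.5, NaCl 150 mM, MgCl2, DTT | Schedule: GTP hydrolysis reaction 2 h at 25 °C | Signal: FP of antibody-bound GDP Alexa 633 tracer, ex 620/em 688 nm | Measure: Percent inhibition of Arfgap1-stimulated GTP hydrolysis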
# DDE Tn6 FP inh = inhibitors of Tn6 peptide binding to human fibrin DD(E); inhibition, % at 8.3 µM; actives 0.21% (n = 370,000); Fibrin DD(E) TRITC-Tn6 fluorescence polarization displacement; AID 720509;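 active means inhibition above a per-campaign cutoff: mean of compounds within control limits plus 3 SD, cut at about 15% in these data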;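 further: 0% = median of all compound wells on the plate and 100% = blocking peptide control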
# TDP2 inh = blocks human TDP2 phosphodiesterase activity; O95551; recombinant TDP2, T5PNP hydrolysis, p-nitrophenol absorbance 415 nm; actives 0.34% (n = 370,000); inhibition, % at 12.8 µM;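 active means inhibition above the mean of all tested compounds plus 3 SD, set per campaign, cut at about 25% in these data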;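 further: 0% = DMSO with enzyme and 100% = buffer with substrate but no TDP2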
#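 Read-out basis: percent inhibition. System: recombinant human TDP2. Buffer or medium: Mg2+-containing Tris-HCl buffer, pH 7.5. Repeats: single replicate. Timing: reaction 2 h, 37 °C. Benchmarks: high control without enzyme, low control DMSO plus TDP2. Probe or stimulus: 5 mM T5PNP. Doses: 12.8 µM only. Measured by: epi absorbance of p-nitrophenol freed from T5PNP by hydrolysis.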
# PLCb3 inh = blocks human PLC-beta3 enzyme activity. inhibition, % at 12.2 µM. Q01970. Purified PLC-beta3, fluorogenic substrate, fluorescence. actives 0.18% (n = 370,000); in the data active means inhibition above about 11%;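 further: 0% = median of compound wells on plate and 100% = full blocker control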
# Target sequence (Q01970 whole entry, looked up): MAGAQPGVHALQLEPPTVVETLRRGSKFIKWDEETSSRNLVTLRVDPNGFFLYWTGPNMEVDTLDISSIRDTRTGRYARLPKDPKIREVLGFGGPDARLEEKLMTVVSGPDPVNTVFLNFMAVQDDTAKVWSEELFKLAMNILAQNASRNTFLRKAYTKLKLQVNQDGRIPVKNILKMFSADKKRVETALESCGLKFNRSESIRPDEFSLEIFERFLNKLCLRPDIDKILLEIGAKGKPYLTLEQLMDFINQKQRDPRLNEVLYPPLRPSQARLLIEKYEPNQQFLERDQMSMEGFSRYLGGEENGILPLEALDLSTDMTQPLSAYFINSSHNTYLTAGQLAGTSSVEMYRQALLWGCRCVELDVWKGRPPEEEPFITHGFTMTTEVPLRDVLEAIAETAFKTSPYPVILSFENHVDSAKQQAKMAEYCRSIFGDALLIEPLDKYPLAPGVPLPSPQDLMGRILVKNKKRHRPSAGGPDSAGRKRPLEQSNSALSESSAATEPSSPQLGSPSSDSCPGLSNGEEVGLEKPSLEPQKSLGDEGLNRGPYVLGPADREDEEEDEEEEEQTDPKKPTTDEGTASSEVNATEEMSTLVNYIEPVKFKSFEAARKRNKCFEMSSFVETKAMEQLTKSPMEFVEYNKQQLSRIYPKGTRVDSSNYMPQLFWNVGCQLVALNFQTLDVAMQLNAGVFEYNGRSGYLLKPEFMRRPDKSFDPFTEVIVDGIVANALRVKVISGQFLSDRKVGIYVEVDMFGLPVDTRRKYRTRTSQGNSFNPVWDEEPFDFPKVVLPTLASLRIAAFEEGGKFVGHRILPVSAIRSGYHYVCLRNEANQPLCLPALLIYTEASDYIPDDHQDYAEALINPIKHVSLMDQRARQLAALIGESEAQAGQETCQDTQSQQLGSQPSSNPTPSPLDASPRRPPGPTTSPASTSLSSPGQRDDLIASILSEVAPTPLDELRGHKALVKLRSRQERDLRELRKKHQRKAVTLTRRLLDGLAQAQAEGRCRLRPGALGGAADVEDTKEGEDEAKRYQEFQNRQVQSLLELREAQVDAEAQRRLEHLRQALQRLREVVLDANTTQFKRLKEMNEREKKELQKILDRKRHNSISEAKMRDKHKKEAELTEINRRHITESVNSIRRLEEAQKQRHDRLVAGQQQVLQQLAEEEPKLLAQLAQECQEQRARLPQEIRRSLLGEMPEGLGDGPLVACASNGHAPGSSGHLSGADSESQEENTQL
# ADAM17 inh = ADAM17 inhibition, QFRET primary screen; recombinant ADAM17, EDANS/DABCYL FRET peptide cleavage; inhibition, % at 6.95 µM; actives 0.83% (n = 370,000);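 active means inhibition above the mean of compounds lying between control limits plus 3 SD, set per campaign, cut at about 8.5% in these data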;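 further: 0% = DMSO-only wells as the low control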
# Tn7 DDE FP = inhibitors of Tn7 peptide binding to human fibrin DD(E). actives 0.13% (n = 370,000). P02675. inhibition, % at 8.3 µM. FP displacement of FITC-Tn7 peptide from fibrin DD(E); 0% = median of compound wells per plate;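 active means inhibition above the mean of compounds falling within the control limits plus 3 SD of them, cut at about 14% in these data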;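 further: 0% = plate median of compound wells and 100% = 10 µM Aha-Tn7 peptide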
#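 Assay system: Human clot-derived fibrin DD(E) complex | Buffer or medium: Tris/NaCl/CaCl2 buffer, pH 7.8 | Repeats: One replicate per compound | Benchmarks: Aha-Tn7 high control | Measure: % inhibition scaled between sample-field median and high-control FP | Schedule: 10 min plus 3 h, room temperature | Signal: Fluorescence polarization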
# SIAE inh = blocks human sialic acid acetylesterase | SIAE FP-Rh probe binding, fluorescence polarization | actives 0.69% (n = 370,000) | inhibition, % at 9.66 µM | Q9HAT2;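 active means inhibition above a cutoff: mean of compounds within the control limits plus 3 SD of those, cut at about 17% in these data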;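 further: 0% = plate median of compound wells and 100% = probe without SIAE protein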
# The depositor's hits bear a star; · = no result given. Not a hit list; about 3.6% have a hit in one of these screens.
nr	molecule	ASAP1 GAP inh	PLCg1 inh	ADAM10 inh	ARFGAP1 inh	DDE Tn6 FP inh	TDP2 inh	PLCb3 inh	ADAM17 inh	Tn7 DDE FP	SIAE inh
1	CSc1ccc(C=NNc2ccc(S(=O)(=O)Nc3ccccc3C(=O)O)cc2[N+](=O)[O-])cc1	-0.2	2.4	-12.9	-7.8	-2.8	0.3	0.2	-0.2	-7.4	12.0
2	Cc1ccc(S(=O)(=O)N(C)CCCC(=O)NCc2ccc3c(c2)OCO3)cc1	6.2	-0.6	4.4	13.2	-3.5	-12.9	4.2	1.4	-3.4	-2.4
3	Cc1cc(C(=O)COc2ccc(C#N)cc2)c(C)n1C1CC1	4.9	-3.1	-1.3	0.8	-4.9	-0.3	-6.0	-2.1	-2.0	5.7
4	COc1ccc(CCN(C)CC(O)COC(c2ccc(F)cc2)c2ccc(F)cc2)cc1OC (stereo not given)	2.3	5.2	5.0	-4.5	7.3	-8.9	-5.2	-2.5	-2.8	-2.0
5	S=c1[nH]nc(C2CCCCC2)n1/N=C/c1c(Cl)cccc1Cl	-17.6	-1.4	2.7	-0.3	12.3	-1.2	-1.8	-1.4	1.4	-1.2
6	O=C(Cc1ccccc1)N1CCN=C1SCc1ccc([N+](=O)[O-])cc1	-0.5	0.5	5.3	-1.8	7.1	5.9	1.3	1.2	4.0	-5.8
7	O=C(NC1CCN(C(=O)Nc2ccccc2Cl)CC1)c1cccc(F)c1	0.7	4.0	7.5	-14.4	-0.8	-11.6	5.4	-2.4	1.5	-2.5
8	N#Cc1c[nH]n2c(=O)c3c(nc12)CCC3	-6.5	-2.7	-6.5	-2.1	6.0	-13.5	0.2	-2.3	-1.0	-6.4
9	CCNc1nc(SCC(=O)OC)nc(N(C)C)n1	-8.4	0.6	-0.4	-10.0	8.3	8.8	-0.2	-0.6	2.9	-2.7
10	COC(=O)CCC(=O)OC	-2.6	2.1	-4.0	-4.5	-0.7	3.8	7.0	-1.0	-9.0	-2.7
11	CNC(=O)C1CC(=O)N(c2ccc(C)cc2)C1 (stereo not given)	-0.8	-2.1	-5.4	-7.5	3.1	3.7	-10.5	-7.7	0.5	5.0
12	COc1cc(CNc2ncnc3c2ncn3[C@H]2CN(Cc3cccs3)C[C@@H](CO)O2)cc(OC)c1OC	-12.1	0.9	-11.3	-7.7	1.4	-1.0	-0.5	-4.2	0.7	-5.8
13	CC(C)C(NC(=O)OCc1ccccc1)C(=O)NC(Cc1c[nH]c2ccccc12)C(=O)O (stereo not given)	-2.8	-0.4	-4.6	7.4	5.2	0.9	0.2	-1.6	-6.8	4.1
14	CCOC(=O)c1sc(NC(=O)C2CC2)cc1C	14.3	11.0*	6.9	-3.5	6.1	-10.0	5.3	2.7	-5.5	-2.9
15	COc1cccc(CNC(=O)COc2cccc3c2OC(C)(C)C3)c1	-8.3	-1.1	-4.7	-10.1	2.7	10.6	-5.5	-2.0	7.7	14.5
16	O[C@H](COc1ccc(C(F)(F)F)cc1)CN1CCC(C(O)(c2ccccc2)c2ccccc2)CC1	·	-0.1	15.9	·	3.9	-7.2	-1.1	7.6	-4.5	0.5
17	COc1ccc(C(=O)Nc2cccc(S(C)(=O)=O)c2)cc1OC	-5.8	1.2	-5.8	0.2	3.3	-2.2	0.9	-3.1	-1.2	-1.4
18	COc1ccc(/C(C)=N\NC(=O)c2ccco2)cc1	·	-5.8	-2.6	·	-1.5	4.0	0.8	-3.1	0.2	-2.2
19	O=C(CSc1ccc(-c2ccco2)nn1)Nc1ccccc1F	10.5	-13.8	-15.4	4.7	-1.4	12.6	-19.6	-4.0	4.3	10.2
20	COc1ccc(NC(=O)COc2coc(CN3CCc4ccccc43)cc2=O)cc1	-3.2	6.0	-1.7	-7.0	8.6	5.8	-6.1	-4.3	2.4	13.1
21	COc1ccc(Cl)cc1NC(=O)[C@@]1(CC(=O)O)CC(/C=C/c2ccccc2)=NO1	8.0	4.0	9.2	-1.4	1.8	-3.0	2.3	3.0	-8.1	9.8
22	COc1cc(S(=O)(=O)NCCN2CCOCC2)ccc1-n1cnnn1	-5.8	0.2	-5.0	-9.1	3.9	15.2	3.3	-0.7	3.8	-0.8
23	C=COCCNC(=O)Nc1ccc(Cl)cc1Cl	-18.2	2.9	2.9	3.5	0.7	-13.8	3.2	0.6	-1.9	9.3
24	CCCCCC(=O)Nc1ccc(S(=O)(=O)Nc2cc(OC)nc(OC)n2)cc1	0.9	0.9	0.7	11.4	-5.2	-8.8	-10.7	-1.7	7.9	-5.3
25	CC(OC(=O)c1ccc(S(=O)(=O)NCc2ccco2)cc1)C(=O)Nc1ccccc1 (stereo not given)	-6.3	0.4	3.4	-4.5	3.6	3.1	-4.5	-4.8	1.6	2.9
26	CCN(CC)S(=O)(=O)c1cccc(NC(=O)c2ccc(-n3nc(C)cc3C)cc2)c1	10.4	0.9	8.5	0.4	-7.0	-9.2	-1.4	4.1	4.4	-9.9
27	O=S(=O)([N-]c1nc2ccccc2nc1-[n+]1ccc(CCCc2ccccc2)cc1)c1cccs1	-2.9	-8.7	-6.3	-1.1	3.0	-3.3	-23.2	-2.6	2.1	-13.9
28	C/C(=N\Nc1ccccn1)c1ccc2c(c1)OCO2	-0.9	1.8	-6.0	0.0	-1.7	-1.3	-0.7	-4.0	2.2	1.1
29	Cc1ccccc1CSCC(=O)c1c(N)n(C)c(=O)n(C)c1=O	5.6	-0.4	-7.1	-3.3	-3.8	-1.7	2.6	-0.8	1.6	-9.1
30	CC(C)[C@H](NC(=O)c1ccco1)C(=O)OCC(=O)N(C)c1ccccc1	2.7	0.9	2.5	-0.3	5.8	-0.6	-6.3	-6.0	-4.1	6.8

# Later entries.
nr	molecule	ASAP1 GAP inh	PLCg1 inh	ADAM10 inh	ARFGAP1 inh	DDE Tn6 FP inh	TDP2 inh	PLCb3 inh	ADAM17 inh	Tn7 DDE FP	SIAE inh
31	Cc1cc(=O)[nH]c(SC(C)C(=O)Nc2cccc3ccccc23)n1 (stereo not given)	0.4	-3.8	-3.1	8.1	6.3	0.7	-1.9	-2.5	-3.4	5.0
32	NCCc1nnc(SCC(=O)Nc2ccc(Br)cc2)o1	1.9	-1.1	-8.3	9.9	-8.7	4.0	-1.9	-3.7	-0.7	-3.8
33	CCc1ccc(CNC(=O)CCCn2nc(C)n3ccnc3c2=O)cc1	2.3	0.0	-7.3	4.8	1.8	7.6	3.5	-0.5	-1.6	4.0
34	CN(C)CCn1nnc2c(=O)oc3ccccc3c21	19.4	0.1	-3.8	-3.8	5.0	3.6	1.7	-0.1	-2.5	1.3
35	Cc1ccc(NC(=O)CS(=O)CC(=O)NCCCN(C)c2ccccc2)cc1 (stereo not given)	5.2	1.7	3.5	-1.9	-5.3	1.9	3.9	-3.7	2.8	-5.6
36	O=C(Cn1nc(C(=O)O)c2ccccc2c1=O)Nc1cccc(Br)c1	10.8	0.8	8.1	-1.8	-8.5	5.5	-2.7	-0.9	2.4	-12.9
37	CCCCc1ccc(Nc2ncnc3nc[nH]c23)cc1	4.0	-5.4	14.9	14.9	-6.2	-24.4	-8.8	6.6	-6.5	1.2
38	O=C(NCc1ccco1)C1CCN(S(=O)(=O)c2ccccc2C(F)(F)F)CC1	-1.5	-1.1	-4.2	-4.5	-3.1	-10.3	-1.3	-6.0	4.9	0.0
39	Cc1ccccc1OCC(O)Cn1c(Br)nc2c1c(=O)n(C)c(=O)n2C (stereo not given)	7.4	4.7	-0.6	6.3	-4.4	-4.9	-1.0	-6.5	5.1	-8.4
40	O=C(C1=C[C@H](c2ccccc2)C[C@H](OCc2ccc(CO)cc2)O1)N1CCN(Cc2ccc3c(c2)OCO3)CC1	7.4	0.2	11.4	-8.7	-2.9	2.8	-0.3	3.3	-3.3	-3.2
41	Cc1ncc([N+](=O)[O-])n1CCOC(=O)NC(NCc1cccnc1)C(Cl)(Cl)Cl (stereo not given)	10.3	5.0	8.8	4.8	-9.8	-9.4	6.8	0.5	2.5	1.3
42	CCCOc1ccc(OCCN2CCCC(C)C2)cc1 (stereo not given)	-1.6	1.4	4.5	3.2	1.1	14.9	4.0	0.9	-10.0	20.4*
43	CCCCCCCCSc1nnc2[nH]c(=O)cc(N)n12	7.0	-1.1	4.6	1.2	8.3	6.2	1.2	-3.1	3.9	3.8
44	Cc1ccc(S(=O)(=O)N(C)c2cc(S(=O)(=O)N3CCC(C)CC3)c(C)cc2C)cc1	-4.5	0.8	11.3	-9.3	3.8	6.7	3.6	0.8	8.1	-4.0
45	CC1CCCN(C(=O)C2CCN(S(=O)(=O)c3ccccc3)CC2)C1 (stereo not given)	7.0	-2.5	-5.1	-11.7	4.2	0.9	3.5	-3.7	6.8	-2.1
46	COc1ccc(Nc2nc(NN)nc(C)c2[N+](=O)[O-])cc1	-16.2	1.9	0.3	5.3	2.9	9.5	3.8	0.2	0.5	7.5
47	NC(=S)Nc1ccc(Cl)cc1Cl	9.6	1.0	-3.3	-2.5	-5.2	-7.4	3.8	-4.1	1.7	-2.4
48	C/C(=N\OC(=O)c1ccc(Br)cc1)c1ccccn1	2.5	1.5	0.8	-5.5	-1.7	-1.6	-4.8	0.9	-11.3	1.0
49	O=C(O)c1ccc2c(c1)nnn2C1CCCCC1	-1.3	2.8	4.0	2.3	-1.0	-2.8	2.6	-0.3	-6.0	0.9
50	CCOC(=O)c1c(NC(=O)COC(=O)CCCOc2ccc(OC)cc2)sc(C(=O)NC)c1C	4.4	0.5	-3.4	4.1	-2.1	-5.4	-9.6	-8.4	-0.5	6.2
51	COC(=O)C1C(=O)C2=C(CC1C)NC(=O)CC2c1ccccc1 (stereo not given)	7.1	-0.3	-2.4	-10.9	4.0	10.4	-0.5	-4.6	1.3	-0.4
52	CC(=O)Nc1ccc(CN2CCCC(CCC(=O)NCc3ccccc3F)C2)cc1 (stereo not given)	0.1	-1.4	-8.0	1.0	6.7	-1.2	-4.9	-0.8	3.4	-4.0
53	O=C(CSc1nnc(COc2cccc3cccnc23)o1)N1CCCC1	-10.7	-11.1	-4.9	3.3	2.8	12.6	-24.1	-5.7	3.8	-1.2
54	[O-]/[N+](=C\c1ccco1)c1ccc(Cl)cc1	10.1	-6.4	-7.8	-6.9	2.2	-0.7	-9.5	-3.5	5.8	3.0

# A different layout for some results above:
entry	ASAP1 GAP inh	PLCg1 inh	ADAM10 inh	ARFGAP1 inh	DDE Tn6 FP inh	TDP2 inh	PLCb3 inh	ADAM17 inh	Tn7 DDE FP	SIAE inh	SMILES
49	-1.3	2.8	4.0	2.3	-1.0	-2.8	2.6	-0.3	-6.0	0.9	O=C(O)c1ccc2c(c1)nnn2C1CCCCC1
50	4.4	0.5	-3.4	4.1	-2.1	-5.4	-9.6	-8.4	-0.5	6.2	CCOC(=O)c1c(NC(=O)COC(=O)CCCOc2ccc(OC)cc2)sc(C(=O)NC)c1C
